# Screening results deposited in PubChem BioAssay by The Scripps Research Institute Molecular Screening Center.
# PME-1 inh = PME-1 (human) inhibition; AID 2130; recombinant PME-1, FP-Rh probe fluorescence polarization; 0.53% of 320,000 active; inhibition, % at 5.9 µM;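 active means inhibition above the campaign mean of all compounds plus 3 SD, cut at about 26% in these data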;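 further: competitive labeling of PME-1 active site by serine hydrolase directed probe; 0% = PME-1 with DMSO and 100% = wells lacking PME-1 enzyme; inhibitors block probe labeling so polarization falls and inhibition rises; many of its hits are not listed in these tables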
# Target sequence (Q9Y570 whole entry, looked up): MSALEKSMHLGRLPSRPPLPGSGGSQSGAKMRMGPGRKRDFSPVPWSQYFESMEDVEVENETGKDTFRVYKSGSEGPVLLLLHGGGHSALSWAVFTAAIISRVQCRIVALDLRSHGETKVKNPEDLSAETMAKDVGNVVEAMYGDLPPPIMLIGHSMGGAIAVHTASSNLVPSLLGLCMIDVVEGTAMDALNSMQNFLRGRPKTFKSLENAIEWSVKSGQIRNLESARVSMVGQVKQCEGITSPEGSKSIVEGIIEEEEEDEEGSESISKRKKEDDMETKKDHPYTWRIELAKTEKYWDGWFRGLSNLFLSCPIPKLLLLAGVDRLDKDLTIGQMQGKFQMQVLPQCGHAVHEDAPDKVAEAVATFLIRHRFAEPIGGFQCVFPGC
# LYPLA1 counter = counter-screen for PME1 inhibitors: inhibitors of human LYPLA1; AID 2174; recombinant LYPLA1, FP-Rh probe fluorescence polarization; 0.16% of 320,000 active; inhibition, % at 5.9 µM; O75608;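 active means inhibition above the mean of all tested compounds plus 3 SD, set per campaign, cut at about 14% in these data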;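 further: inhibitors block serine hydrolase probe labeling of LYPLA1 so polarization falls; 0% = enzyme with DMSO and 100% = wells lacking LYPLA1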
# Target sequence (O75608 whole entry, looked up): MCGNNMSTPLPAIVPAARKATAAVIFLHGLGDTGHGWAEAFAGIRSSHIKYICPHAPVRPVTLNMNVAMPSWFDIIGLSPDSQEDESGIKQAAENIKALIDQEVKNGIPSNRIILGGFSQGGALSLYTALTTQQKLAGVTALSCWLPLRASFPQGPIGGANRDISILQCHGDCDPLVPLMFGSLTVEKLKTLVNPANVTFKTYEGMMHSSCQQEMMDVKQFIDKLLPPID
# PAFAH1B3 inh = inhibitors of human PAFAH1B3; 0.28% of 340,000 active; inhibition, % at 3.39 µM; AID 492972; recombinant PAFAH1B3, FP-rhodamine probe, fluorescence polarization;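 active means inhibition above the screen-wide average of all tested compounds plus 3 SD, cut at about 25% in these data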;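 further: 0% = enzyme with DMSO only and 100% = wells lacking PAFAH1B3 protein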
# Target sequence (Q15102 whole entry, looked up): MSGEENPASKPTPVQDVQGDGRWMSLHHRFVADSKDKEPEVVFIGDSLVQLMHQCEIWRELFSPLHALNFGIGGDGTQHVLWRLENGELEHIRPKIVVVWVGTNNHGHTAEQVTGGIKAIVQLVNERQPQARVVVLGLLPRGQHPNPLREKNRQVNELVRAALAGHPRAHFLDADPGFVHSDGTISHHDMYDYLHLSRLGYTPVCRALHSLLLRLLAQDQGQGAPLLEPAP
# pPAFAH FP inh = inhibitors of human plasma PAF acetylhydrolase (pPAFAH); recombinant pPAFAH, FP-rhodamine probe fluorescence polarization; inhibition, % at 3.39 µM; 1.5% of 330,000 active; AID 463082;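 active means inhibition above the mean inhibition across the screen plus 3 SD, cut at about 25% in these data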;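 further: inhibitors block binding of the rhodamine activity-based probe so polarization drops; 0% = enzyme with DMSO and 100% = wells lacking pPAFAH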
# PAD4 inh = inhibitors of human PAD4 | recombinant PAD4, RCA probe fluorescence polarization | inhibition, % at 6.36 µM | 0.41% of 330,000 active | AID 485272;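 active means percent inhibition above a cutoff equal to the mean of all tested compounds plus 3 SD, cut at about 15% in these data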;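 further: 0% = PAD4 with RCA probe and DMSO and 100% = probe without PAD4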
# LYPLA2 inh = counter-screen for PME1 inhibitors: inhibitors of human LYPLA2 | 0.38% of 320,000 active | AID 2177 | O95372 | recombinant LYPLA2, FP-Rh probe fluorescence polarization | inhibition, % at 5.9 µM;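 active means inhibition above the screen-wide mean plus 3 SD, limit set per campaign, cut at about 26% in these data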;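 further: 0% = LYPLA2 with DMSO and 100% = wells lacking LYPLA2 enzyme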
# PAFAH1B2 inh = PAFAH1B2 (human) inhibition. P68402. recombinant PAFAH1B2, FP-rhodamine activity probe, fluorescence polarization. inhibition, % at 3.39 µM. 1.2% of 340,000 active. AID 492953;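 active means inhibition above the mean of all tested compounds plus 3 SD, cut at about 24% in these data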;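 further: 0% = enzyme with DMSO and 100% = wells lacking PAFAH1B2; many of its hits are not listed in these tables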
# Target sequence (P68402 whole entry, looked up): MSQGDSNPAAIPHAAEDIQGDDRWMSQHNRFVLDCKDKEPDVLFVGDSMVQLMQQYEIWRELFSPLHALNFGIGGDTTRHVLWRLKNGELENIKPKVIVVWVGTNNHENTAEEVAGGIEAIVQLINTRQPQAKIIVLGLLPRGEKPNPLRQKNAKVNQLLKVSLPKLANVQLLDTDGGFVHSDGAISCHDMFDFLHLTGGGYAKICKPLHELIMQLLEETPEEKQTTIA
# GSTO1 counter = GSTO1 inhibition, counter-screen for RBBP9 inhibitors | P78417 | recombinant GSTO1, activity-based probe fluorescence polarization | inhibition, % at 5.96 µM | 1.1% of 300,000 active;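 active means inhibition above the campaign mean inhibition plus 3 SD, cut at about 35% in these data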;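 further: 0% = GSTO1-1 with DMSO and 100% = wells lacking GSTO1-1 enzyme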
# PAFAH2 inh = inhibitors of human PAFAH2; AID 492956; Q99487; recombinant PAFAH2, FP-rhodamine activity probe, fluorescence polarization; 0.99% of 340,000 active; inhibition, % at 3.39 µM;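 active means inhibition above the mean over all tested compounds plus 3 SD, cut at about 30% in these data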;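 further: inhibitors block probe labeling of enzyme so polarization drops; 0% = enzyme with DMSO and 100% = wells lacking PAFAH2 protein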
# Starred values were filed as active, the others as inactive; x = no result given.
# The opening five entries (preview)
1: Cc1cccc(OC(=O)c2ccc3nccnc3c2)c1
2: O=C(CN1C(=O)C2CCCCC2C1=O)Nc1nc2ccc(F)cc2s1 (stereo not given)
3: Cc1ccc2cc(C#N)c(SCC(=O)N3CCCc4ccccc43)nc2c1
4: COc1ccc(OC)c(S(=O)(=O)N2CCC(C(=O)N3CCOCC3)CC2)c1
5: CCC(C(=O)NCCCN(CC)Cc1ccccc1)n1nc(C)c2sc3ccccc3c2c1=O (stereo not given)
entry no.	1	2	3	4	5
PAFAH1B3 inh	4	4	7	2	2
GSTO1 counter	4	-2	4	3	1
LYPLA1 counter	-2	-1	-5	0	-5
PME-1 inh	-7	-1	-7	-4	2
PAFAH1B2 inh	3	1	-1	0	1
PAFAH2 inh	11	5	3	7	-5
pPAFAH FP inh	3	6	-6	3	-3
PAD4 inh	-2	-2	7	1	-2
LYPLA2 inh	13	-3	-6	-2	-6

# Main list, repeating the preview:
1: Cc1cccc(OC(=O)c2ccc3nccnc3c2)c1
2: O=C(CN1C(=O)C2CCCCC2C1=O)Nc1nc2ccc(F)cc2s1 (stereo not given)
3: Cc1ccc2cc(C#N)c(SCC(=O)N3CCCc4ccccc43)nc2c1
4: COc1ccc(OC)c(S(=O)(=O)N2CCC(C(=O)N3CCOCC3)CC2)c1
5: CCC(C(=O)NCCCN(CC)Cc1ccccc1)n1nc(C)c2sc3ccccc3c2c1=O (stereo not given)
6: CN(Cc1ccccc1)C(=O)COC(=O)Cc1ccc(Cl)cc1
7: O=C(c1cn(-c2ccccc2)nc1-c1ccccc1)N1CCN(c2ccccn2)CC1
8: O=[N+]([O-])c1ccc(Cl)c(S(=O)(=O)n2ccnc2)c1
entry no.	1	2	3	4	5	6	7	8
PAFAH1B3 inh	4	4	7	2	2	9	0	0
GSTO1 counter	4	-2	4	3	1	x	6	4
LYPLA1 counter	-2	-1	-5	0	-5	x	-5	0
PME-1 inh	-7	-1	-7	-4	2	x	1	0
PAFAH1B2 inh	3	1	-1	0	1	12	-1	-1
PAFAH2 inh	11	5	3	7	-5	12	-4	-2
pPAFAH FP inh	3	6	-6	3	-3	9	5	-1
PAD4 inh	-2	-2	7	1	-2	-3	-3	0
LYPLA2 inh	13	-3	-6	-2	-6	x	4	4

9: Cc1ccc(SCC(=O)NCC2CCCO2)cc1 (stereo not given)
10: Cc1ccnc(NS(=O)(=O)c2ccc(NC(=O)C(C)(C)C)cc2)n1
11: CCN(CC(=O)Nc1cc(Cl)ccc1C)C(=O)Cc1sc(C)nc1-c1ccc(F)cc1
12: COc1ccccc1CNC(=O)N1CCN(S(=O)(=O)c2ccccc2)CC1
13: COc1ccccc1NC(=O)C1=C(C)NC(=O)NC1c1ccco1 (stereo not given)
14: Cc1nn(Cc2ccccc2Cl)c(C)c1NC(=O)c1nc2ncccn2n1
15: O=C(CN1CCN(c2ccc(O)cc2)CC1)Nc1cc([N+](=O)[O-])ccc1Cl
16: O=c1c2ccccc2oc2nc3n(c(=O)c12)CCCS3
entry no.	9	10	11	12	13	14	15	16
PAFAH1B3 inh	-1	2	-8	9	9	-2	10	7
GSTO1 counter	14	1	5	3	8	2	13	-9
LYPLA1 counter	1	-1	0	-2	0	0	-3	-2
PME-1 inh	3	5	-2	-2	3	5	3	-3
PAFAH1B2 inh	25*	-2	1	8	-1	1	1	-4
PAFAH2 inh	0	1	3	-2	-5	-8	4	12
pPAFAH FP inh	1	3	-2	2	3	3	8	0
PAD4 inh	5	-2	1	1	4	6	-4	-1
LYPLA2 inh	2	3	-2	-3	1	0	0	3

17: Cc1ccc(/C=C2/SC(=S)N(c3ccc(S(=O)(=O)Nc4nccs4)cc3)C2=O)cc1
18: COc1ccc(C(=O)N/N=C/c2cc3ccccc3[nH]c2=O)cc1
19: CCCc1nc(NCc2ccccc2)c(C#N)c2c1CCCC2
20: CCCCn1c(CCNC(=O)c2ccco2)nc2ccccc21
21: COc1ccc(NC(=O)Cn2nnc(C(=O)NCc3cccs3)c2N)cc1OC
22: CCOC(=O)C(/C(N)=N/C(=O)Nc1ccccc1)=C(\C)O
23: CNC(=O)CSc1nnnn1-c1ccc2c(c1)OCCO2
24: CCOc1ccccc1CN1CCN(Cc2csc(C(C)=O)c2)CC1CCO (stereo not given)
entry no.	17	18	19	20	21	22	23	24
PAFAH1B3 inh	-3	9	0	4	8	3	5	8
GSTO1 counter	5	13	3	6	6	-2	-4	5
LYPLA1 counter	-2	2	-7	-1	0	0	2	2
PME-1 inh	5	-3	0	3	6	-2	2	2
PAFAH1B2 inh	-1	4	3	-2	-6	2	8	3
PAFAH2 inh	5	2	6	5	-1	-1	7	12
pPAFAH FP inh	9	1	-9	2	4	5	3	2
PAD4 inh	-8	1	-3	-5	7	4	1	-1
LYPLA2 inh	9	4	-12	5	1	-5	9	9

25: O=C(C[C@@H]1C/C=C/CCCC(=O)O[C@H](c2ccccc2)CNC1=O)N[C@H](CO)Cc1ccccc1
26: COC(=O)C(Cc1cnc(Cl)s1)(C(=O)OC)c1ccc([N+](=O)[O-])cc1
27: Cc1occc1-c1nnc(SCC(=O)Nc2ccc(F)cc2)n1C
28: CCOC(=O)C(C)N1C(=O)S/C(=C\c2ccc(-c3ccccc3C(=O)O)o2)C1=O (stereo not given)
29: Cc1cccc(N2CC(C(=O)Nc3ccccc3N3CCOCC3)CC2=O)c1C (stereo not given)
30: Cc1cc(NC(=O)CSC2=Nc3ccccc3C3=NC(Cc4ccccc4)C(=O)N23)n[nH]1 (stereo not given)
31: COc1ccccc1CC(=O)Nc1ccc(NC(=O)c2cccs2)cc1
32: Cc1ccc(NC(=O)c2ccc(Cl)cc2Cl)cc1O
entry no.	25	26	27	28	29	30	31	32
PAFAH1B3 inh	8	-4	6	0	8	-1	-10	6
GSTO1 counter	x	1	0	17	x	-4	2	1
LYPLA1 counter	x	2	-1	-2	x	-6	0	3
PME-1 inh	x	-5	-3	-4	x	-2	5	-3
PAFAH1B2 inh	2	6	1	-6	8	4	-7	4
PAFAH2 inh	20	-1	-2	5	-4	-4	0	-4
pPAFAH FP inh	6	3	0	28*	-7	6	5	4
PAD4 inh	-1	0	3	-7	-3	2	-3	-1
LYPLA2 inh	x	1	7	-1	x	5	2	1

33: O=C(Nc1ccc(S(=O)(=O)NCCc2ccccc2)cc1)c1ccc(Br)o1
34: Cc1cccnc1NC(=S)NC(=O)c1cccs1
35: CCOc1cccc(/C=N/N2C(=O)CSC2=S)c1O
36: O=C(Nc1ccccc1)c1ccc(=O)n(Cc2cccc(Cl)c2)c1
37: COc1ccc(N2CCN(S(=O)(=O)CCNC(=O)c3ccco3)CC2)cc1
38: COc1ccccc1C1=Nn2c(COc3ccccc3)nnc2SC1
39: Cc1cc(C)n(CC(=O)NNC(=O)c2ccc(NC(=O)CC#N)cc2)n1
40: O=C1c2ccc3c4c(ccc(c24)C(=O)N1c1cccc(O)c1)CC3
entry no.	33	34	35	36	37	38	39	40
PAFAH1B3 inh	-2	4	14	-4	2	x	7	5
GSTO1 counter	-6	6	-13	-3	0	2	x	-4
LYPLA1 counter	-22	5	0	3	-2	-1	-6	-5
PME-1 inh	-6	8	5	2	-6	4	-5	-5
PAFAH1B2 inh	-2	3	4	4	-5	x	5	-5
PAFAH2 inh	-10	8	21	-2	0	x	10	5
pPAFAH FP inh	2	2	8	-2	-1	-2	0	6
PAD4 inh	-3	-1	0	1	-3	-1	-5	4
LYPLA2 inh	-24	1	-1	1	0	0	-4	-9

41: N#CC1=C2SCN(Cc3ccccc3)CN2C(=O)CC1c1ccc2c(c1)OCO2 (stereo not given)
42: O=C(Nc1nc2ccc(S(=O)(=O)N3CCCCC3)cc2s1)c1ccncc1
43: Cc1cc(NC(=O)CSc2nnc(-c3cccnc3)n2N)no1
44: O=C(NCCN1CCOCC1)c1ccc(CS(=O)(=O)c2ccc(Br)cc2)o1
45: O=[N+]([O-])c1ccccc1-c1cc(-c2cc(Cl)ccc2O)n[nH]1
46: NC(=O)NC(=O)COC(=O)c1cccc(S(=O)(=O)N2CCCCCC2)c1
47: O=C(c1cccnc1)N1CCN(Cc2cccc(F)c2)CC1
48: CCc1ccccc1NCC(=O)Nc1ccc(Cl)c(C(F)(F)F)c1
entry no.	41	42	43	44	45	46	47	48
PAFAH1B3 inh	3	6	1	12	0	2	0	10
GSTO1 counter	9	-10	3	5	-3	-2	-3	-4
LYPLA1 counter	-1	3	1	-2	-17	0	5	-4
PME-1 inh	6	-6	-4	-2	-6	2	-3	14
PAFAH1B2 inh	-1	30*	3	5	-7	27*	0	4
PAFAH2 inh	-4	-2	0	2	25	-1	1	-1
pPAFAH FP inh	8	0	4	7	7	-4	2	8
PAD4 inh	4	1	1	1	-6	-5	1	6
LYPLA2 inh	1	-2	4	-3	-14	-2	20	-9

49: Cc1ccccc1CS(=O)(=O)Cc1ccc(C(=O)NCC2CCCO2)o1 (stereo not given)
50: Cn1c(C(=O)NCCCN2CCCC2=O)cc2c(=O)n(C)c3ccccc3c21
51: CCCc1cc(C(=O)Nc2ccc(C(=O)c3ccc(F)cc3)cc2)n(C)n1
52: CC(C)(C)NC(=O)C(=O)N/N=C/c1ccc(F)cc1
53: CC(=Nc1ccccc1)C1=C(O)CC(C)(C)CC1=O
54: CC(=O)c1ccc(NC(=O)CCCN2C(=O)C(c3ccccc3)Oc3cccnc32)cc1 (stereo not given)
55: Cc1ccccc1Cn1ccc(NC(=O)c2cnn3cccnc23)n1
56: COc1ccc(CNC(=O)C2CCN(S(=O)(=O)c3cccc4nonc34)CC2)cc1
entry no.	49	50	51	52	53	54	55	56
PAFAH1B3 inh	6	5	-2	0	5	6	-2	9
GSTO1 counter	9	-2	-3	0	2	-1	-10	-2
LYPLA1 counter	1	-1	-9	1	3	1	1	1
PME-1 inh	2	1	-9	-2	-3	3	1	-2
PAFAH1B2 inh	2	2	-3	-2	6	4	3	-2
PAFAH2 inh	1	4	3	-7	-6	-2	2	1
pPAFAH FP inh	4	0	0	1	2	-2	-2	6
PAD4 inh	-3	-1	1	-2	-1	1	1	-2
LYPLA2 inh	8	5	-6	-5	6	7	6	-6

57: Cc1ccc(OCc2nnc(SCC(=O)Nc3cccc4ccccc34)n2-c2ccccc2)cc1
58: CC(=O)Cc1ccccc1OCC(=O)O
59: COc1cccc(-c2c(C(=O)N/N=C(\C)c3cccnc3)nnn2-c2nonc2N)c1
60: COc1ccccc1C(CNC(=O)c1ccc(-c2ccccc2Cl)o1)N1CCCC1 (stereo not given)
61: CC1(c2ccc3ccccc3c2)NC(=O)N(CC(=O)N2CCN(S(=O)(=O)c3ccccc3F)CC2)C1=O (stereo not given)
62: CCOC(=O)Cc1nnc2c(Nc3ccc(Cl)cc3)nc3nonc3n12
63: CS(=O)(=O)c1nc(S(=O)(=O)c2ccc(Cl)cc2)c(N2CCCCC2)s1
64: CC1(C)OC2OC(COC(=O)c3ccc([N+](=O)[O-])cc3)C3OC(C)(C)OC3C2O1 (stereo not given)
entry no.	57	58	59	60	61	62	63	64
PAFAH1B3 inh	-3	4	3	-3	6	-1	-3	9
GSTO1 counter	-5	0	2	5	25	3	4	1
LYPLA1 counter	-12	-6	-1	7	-1	-9	-1	-7
PME-1 inh	-14	-1	2	4	10	-8	6	-1
PAFAH1B2 inh	-1	1	1	-2	7	-1	2	6
PAFAH2 inh	-2	-1	7	3	6	-10	2	1
pPAFAH FP inh	1	-6	5	2	9	1	0	14
PAD4 inh	4	0	3	-7	2	-5	0	-2
LYPLA2 inh	-15	-7	-6	-2	-3	-10	-1	1

# Some of the compounds tested, so the mix of outcomes need not match the whole.
